Source: PubChem BioAssay
Pemphigus Ab inh: inhibitors of pemphigus antibody binding to DSG3, primary screen, biochemical, bead-based, flow cytometry, scFv-GFP; AID 588358, 2011; Desmoglein-3 (Homo sapiens), P32926; 310,000 tested, 0.48% active; DSG3-coupled beads, scFv-anti-DSG3-GFP binding; hits give low values; binding (percent of control), % at 10 µM;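 active = binding more than 3 SD below its plate's average and above zero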;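 also: hits lower antibody fragment binding to DSG3; some compounds called inactive have numbers as strong as hits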
DAGLB inhibitor: DAGLB lipase inhibitors, primary screen, biochemical, fluorescence, HTS; HEK293T DAGLB membrane lysate, EnzChek fluorogenic substrate; inhibition, % at 5.17 µM; 340,000 tested, 0.059% active; AID 504411, 2011; in the data active = inhibition above about 34%;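 also: 0% = enzyme with vehicle and 100% = wells lacking enzyme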
NSD2 HMT inh: NSD2 histone methyltransferase inhibitors, primary screen, biochemical, AlphaScreen, single concentration, set 2 | NSD2 peptide methylation, 120 min | 310,000 tested, 0.54% active | AID 743445, 2014 | Histone-lysine N-methyltransferase NSD2 (Homo sapiens), O96028 | inhibition, % at 12.5 µM; in the data active = inhibition above about 50%
Numbers without * were called inactive. A portion of the library; count on the stated rates, not on these rows.

The opening 7 entries as a preview:
Pemphigus Ab inh	DAGLB inhibitor	NSD2 HMT inh	structure
101.2	-3.8	13.3	COc1cccc(OC)c1C(=O)OCC(=O)NCCNC(=O)COC(=O)c1c(OC)cccc1OC
78.9*	-7.1	-4.9	COc1cc(C)ccc1OCc1cc(C(=O)NC(c2ccccn2)C(F)(F)F)no1 (stereo unspecified)
96.0	0.9	0.5	Cc1cccc(NC(=O)CNC(=O)c2cc(S(=O)(=O)N(C)C)ccc2N2CCCC2)c1C
109.5	-0.1	3.8	CN(CC(=O)Nc1ccc(F)c(F)c1F)C(=O)C1(c2ccccc2)CC1
96.8	-3.4	-0.6	Cc1ccc(C(=O)OCC(=O)NCc2ccc(Cl)cc2)s1
99.6	-2.2	-0.6	Cc1ccc(S(=O)(=O)CCC(=O)OCC(=O)Nc2cccc(S(=O)(=O)N3CCCCC3)c2)cc1
95.5	-2.4	3.4	CN1CCN(S(=O)(=O)c2ccc(F)cc2)CC1

Main list, previewed entries included:
Pemphigus Ab inh	DAGLB inhibitor	NSD2 HMT inh	structure
101.2	-3.8	13.3	COc1cccc(OC)c1C(=O)OCC(=O)NCCNC(=O)COC(=O)c1c(OC)cccc1OC
78.9*	-7.1	-4.9	COc1cc(C)ccc1OCc1cc(C(=O)NC(c2ccccn2)C(F)(F)F)no1 (stereo unspecified)
96.0	0.9	0.5	Cc1cccc(NC(=O)CNC(=O)c2cc(S(=O)(=O)N(C)C)ccc2N2CCCC2)c1C
109.5	-0.1	3.8	CN(CC(=O)Nc1ccc(F)c(F)c1F)C(=O)C1(c2ccccc2)CC1
96.8	-3.4	-0.6	Cc1ccc(C(=O)OCC(=O)NCc2ccc(Cl)cc2)s1
99.6	-2.2	-0.6	Cc1ccc(S(=O)(=O)CCC(=O)OCC(=O)Nc2cccc(S(=O)(=O)N3CCCCC3)c2)cc1
95.5	-2.4	3.4	CN1CCN(S(=O)(=O)c2ccc(F)cc2)CC1
92.6	0.5	-3.6	COCCN(C(=O)CSc1nnc(-c2ccc(F)cc2)n1N)c1c(N)n(CC(C)C)c(=O)[nH]c1=O
98.7	2.1	-2.9	CCCc1c(C(=O)N/N=C(\C)c2ccccn2)nnn1-c1nonc1N
92.6	-1.3	24.9	O=C(NCCS(=O)(=O)N1CCN(c2ccccc2)CC1)C12CC3CC(CC(C3)C1)C2
93.5	-2.4	-3.9	COc1cccc(CN2CC(C(=O)N3CCSCC3)CCC2=O)c1 (stereo unspecified)
100.2	-1.6	-3.2	CN(C)S(=O)(=O)c1ccc(C(=O)Nc2nnc(SCC(=O)N3CCOCC3)s2)cc1
94.3	-5.7	-5.5	COc1ccc(CNC(=O)c2ccc(Cl)c(S(=O)(=O)N3CCCCCC3)c2)cc1
104.5	-0.8	-0.4	O=C(Nc1oc2ccccc2c(=O)c1-c1ccc2c(c1)OCO2)c1ccco1
94.1	0.8	-1.2	CCc1cccc(NC(=O)COC(=O)C2COc3ccccc3O2)c1 (stereo unspecified)
101.6	-2.6	-2.1	O=C(NCc1ccncc1)C(=O)NCC1OCCN1S(=O)(=O)c1ccccc1 (stereo unspecified)
95.6	-0.5	17.7	CCC(=O)Nc1ccc(C(=O)NNC(=O)CCCCC(=O)NNC(=O)c2ccc(NC(=O)CC)cc2)cc1
96.5	2.5	-2.5	O=c1[nH]cc(S(=O)(=O)N2CCN(c3ccccc3F)CC2)c(=O)[nH]1
100.7	-2.3	2.7	COc1ccc(CC(=O)Nc2cc(S(=O)(=O)N3CCCCC3)ccc2OC(C)C)cc1OC
101.2	0.4	0.3	COc1ccc(C2CC(c3cccs3)=NN2C(=O)CCCC(=O)O)cc1OC (stereo unspecified)
96.3	-2.7	-0.5	CCn1c(SCC(=O)NCCc2ccc(OC)c(OC)c2)nc2c([nH]c3ccccc32)c1=O
93.5	0.4	-3.6	COc1ccccc1Cn1c(=O)oc2ccccc21
99.0	-1.2	-1.7	COc1cc(C(=O)N2CCN(C3=NS(=O)(=O)c4ccccc43)CC2)cc(OC)c1OC
96.6	-3.1	-2.2	Cc1cc(OCC(=O)OCC(=O)N2CCCCC2)ccc1Cl

An excerpt from above, showing only NSD2 HMT inh:
canonical_smiles	NSD2 HMT inh
Cc1ccc(S(=O)(=O)CCC(=O)OCC(=O)Nc2cccc(S(=O)(=O)N3CCCCC3)c2)cc1	-0.6
Cc1ccc(C(=O)OCC(=O)NCc2ccc(Cl)cc2)s1	-0.6

(more compounds)
Pemphigus Ab inh	DAGLB inhibitor	NSD2 HMT inh	structure
98.5	-0.5	0.6	COc1ccc(CNC(=O)COC(=O)c2cc(C)oc2C)cc1
99.8	0.3	-2.6	COc1ccc(CNC(=O)CCNC(=O)N2CC(=O)Nc3ccccc32)cc1
96.3	0.0	3.2	COc1ccc(CNC(=O)C2CCN(S(=O)(=O)N3CCC(C)CC3)CC2)c(OC)c1
99.1	-0.3	-6.6	CSc1ccc(CNC(=O)C2CCC(=O)N(CCc3ccc(Cl)cc3)C2)cc1 (stereo unspecified)
94.1	0.5	-2.0	Cc1ccccc1NC(=O)COC(=O)c1c(C)nn(-c2ccccc2)c1C
98.5	-0.5	2.4	O=C(Nc1cc(F)ccc1F)c1ccc2c(=O)n3c(nc2c1)CCC3
102.5	2.0	1.5	CC(=O)c1cccc(OCc2cc(C(=O)N(C)Cc3nccs3)no2)c1
99.3	-4.4	7.2	COc1cc(/C=N/N2CCN(Cc3ccccc3)CC2)cc(OC)c1OC
104.3	-1.8	1.5	COc1ccccc1N1CCN(C(=O)CN(C)S(=O)(=O)c2ccc(C)cc2)CC1
98.5	1.1	-2.5	O=C(COC(=O)/C=C/c1cccc(F)c1)NCc1ccc2c(c1)OCO2
99.6	-0.6	7.3	O=C(OCC(=O)N1CCC(Cc2ccccc2)CC1)c1ccc(O)cc1
98.7	-4.1	11.5	O=C(COC(=O)/C=C/c1ccccc1)NCc1ccco1
95.8	-2.6	2.5	O=C(NC1CC1)c1ccc(CSCc2ccc(Cl)cc2)o1
100.4	3.9	2.4	COc1ccc(C(=O)NCCCC2CCCC2)cc1OC1CCN(C(C)C)CC1
102.1	-1.8	2.4	N#Cc1ccccc1OCC(=O)Nc1ccc2c(c1)OCO2
102.8	-1.1	-1.1	COc1cc(NC(=O)COc2cc(C)cc3oc(=O)cc(C)c23)cc(OC)c1OC
98.9	1.0	0.2	O=C(CSc1n[nH]c(=O)n1CCc1ccccc1)NC1CCCC1
94.6	-0.5	-6.4	CC1CCN(S(=O)(=O)N2CCC(C(=O)NCc3ccc(F)cc3Cl)CC2)CC1
99.8	0.5	-1.1	Cc1ccc2c(CC(=O)Nc3ccc4nc(N5CCOCC5)sc4c3)coc2c1
94.8	-3.1	-0.9	O=C(CN1c2cccc3cccc(c23)S1(=O)=O)NCc1ccccc1Cl
95.5	0.1	0.3	CSc1cccc(NC(=O)C2CCCN(S(C)(=O)=O)C2)c1 (stereo unspecified)

Arranged by length of the SMILES (highest first): part of the list above.
Pemphigus Ab inh	DAGLB inhibitor	NSD2 HMT inh	structure
102.8	-1.1	-1.1	COc1cc(NC(=O)COc2cc(C)cc3oc(=O)cc(C)c23)cc(OC)c1OC
99.8	0.5	-1.1	Cc1ccc2c(CC(=O)Nc3ccc4nc(N5CCOCC5)sc4c3)coc2c1
94.8	-3.1	-0.9	O=C(CN1c2cccc3cccc(c23)S1(=O)=O)NCc1ccccc1Cl
95.8	-2.6	2.5	O=C(NC1CC1)c1ccc(CSCc2ccc(Cl)cc2)o1
102.1	-1.8	2.4	N#Cc1ccccc1OCC(=O)Nc1ccc2c(c1)OCO2

Three records picked at random from those above, as already listed:
Pemphigus Ab inh	DAGLB inhibitor	NSD2 HMT inh	structure
95.8	-2.6	2.5	O=C(NC1CC1)c1ccc(CSCc2ccc(Cl)cc2)o1
102.8	-1.1	-1.1	COc1cc(NC(=O)COc2cc(C)cc3oc(=O)cc(C)c23)cc(OC)c1OC
98.9	1.0	0.2	O=C(CSc1n[nH]c(=O)n1CCc1ccccc1)NC1CCCC1
